SKN-1 inh: inhibitors of C. elegans SKN-1; C. elegans VP596 Pgst-4::GFP/RFP ratio, acrylamide-induced, 24 h; AID 624304; inhibition, % at 21.8 µM; 360,000 compounds, 0.49% hits;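 active = interference check ratio from 0.5 to 1.5 plus GFP to RFP signal ratio inhibition reaching or exceeding a fixed threshold, cut at about 30% in these data, passing the limit was not always enough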; also: some compounds called inactive have numbers as strong as hits
FAS-TE inh: inhibitors of human fatty acid synthase thioesterase domain. P49327. recombinant FAS-TE, OMFH fluorogenic substrate, fluorescence endpoint. AID 602261. inhibition, % at 15 µM. 360,000 compounds, 0.67% hits;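 active = compounds whose normalised, plate-corrected inhibition of enzyme fluorescence in the single-dose primary screen is 50% or more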;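 also: 0% = DMSO with enzyme and 100% = substrate without enzyme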
Target sequence (P49327 whole entry, looked up, the tested form may be a part): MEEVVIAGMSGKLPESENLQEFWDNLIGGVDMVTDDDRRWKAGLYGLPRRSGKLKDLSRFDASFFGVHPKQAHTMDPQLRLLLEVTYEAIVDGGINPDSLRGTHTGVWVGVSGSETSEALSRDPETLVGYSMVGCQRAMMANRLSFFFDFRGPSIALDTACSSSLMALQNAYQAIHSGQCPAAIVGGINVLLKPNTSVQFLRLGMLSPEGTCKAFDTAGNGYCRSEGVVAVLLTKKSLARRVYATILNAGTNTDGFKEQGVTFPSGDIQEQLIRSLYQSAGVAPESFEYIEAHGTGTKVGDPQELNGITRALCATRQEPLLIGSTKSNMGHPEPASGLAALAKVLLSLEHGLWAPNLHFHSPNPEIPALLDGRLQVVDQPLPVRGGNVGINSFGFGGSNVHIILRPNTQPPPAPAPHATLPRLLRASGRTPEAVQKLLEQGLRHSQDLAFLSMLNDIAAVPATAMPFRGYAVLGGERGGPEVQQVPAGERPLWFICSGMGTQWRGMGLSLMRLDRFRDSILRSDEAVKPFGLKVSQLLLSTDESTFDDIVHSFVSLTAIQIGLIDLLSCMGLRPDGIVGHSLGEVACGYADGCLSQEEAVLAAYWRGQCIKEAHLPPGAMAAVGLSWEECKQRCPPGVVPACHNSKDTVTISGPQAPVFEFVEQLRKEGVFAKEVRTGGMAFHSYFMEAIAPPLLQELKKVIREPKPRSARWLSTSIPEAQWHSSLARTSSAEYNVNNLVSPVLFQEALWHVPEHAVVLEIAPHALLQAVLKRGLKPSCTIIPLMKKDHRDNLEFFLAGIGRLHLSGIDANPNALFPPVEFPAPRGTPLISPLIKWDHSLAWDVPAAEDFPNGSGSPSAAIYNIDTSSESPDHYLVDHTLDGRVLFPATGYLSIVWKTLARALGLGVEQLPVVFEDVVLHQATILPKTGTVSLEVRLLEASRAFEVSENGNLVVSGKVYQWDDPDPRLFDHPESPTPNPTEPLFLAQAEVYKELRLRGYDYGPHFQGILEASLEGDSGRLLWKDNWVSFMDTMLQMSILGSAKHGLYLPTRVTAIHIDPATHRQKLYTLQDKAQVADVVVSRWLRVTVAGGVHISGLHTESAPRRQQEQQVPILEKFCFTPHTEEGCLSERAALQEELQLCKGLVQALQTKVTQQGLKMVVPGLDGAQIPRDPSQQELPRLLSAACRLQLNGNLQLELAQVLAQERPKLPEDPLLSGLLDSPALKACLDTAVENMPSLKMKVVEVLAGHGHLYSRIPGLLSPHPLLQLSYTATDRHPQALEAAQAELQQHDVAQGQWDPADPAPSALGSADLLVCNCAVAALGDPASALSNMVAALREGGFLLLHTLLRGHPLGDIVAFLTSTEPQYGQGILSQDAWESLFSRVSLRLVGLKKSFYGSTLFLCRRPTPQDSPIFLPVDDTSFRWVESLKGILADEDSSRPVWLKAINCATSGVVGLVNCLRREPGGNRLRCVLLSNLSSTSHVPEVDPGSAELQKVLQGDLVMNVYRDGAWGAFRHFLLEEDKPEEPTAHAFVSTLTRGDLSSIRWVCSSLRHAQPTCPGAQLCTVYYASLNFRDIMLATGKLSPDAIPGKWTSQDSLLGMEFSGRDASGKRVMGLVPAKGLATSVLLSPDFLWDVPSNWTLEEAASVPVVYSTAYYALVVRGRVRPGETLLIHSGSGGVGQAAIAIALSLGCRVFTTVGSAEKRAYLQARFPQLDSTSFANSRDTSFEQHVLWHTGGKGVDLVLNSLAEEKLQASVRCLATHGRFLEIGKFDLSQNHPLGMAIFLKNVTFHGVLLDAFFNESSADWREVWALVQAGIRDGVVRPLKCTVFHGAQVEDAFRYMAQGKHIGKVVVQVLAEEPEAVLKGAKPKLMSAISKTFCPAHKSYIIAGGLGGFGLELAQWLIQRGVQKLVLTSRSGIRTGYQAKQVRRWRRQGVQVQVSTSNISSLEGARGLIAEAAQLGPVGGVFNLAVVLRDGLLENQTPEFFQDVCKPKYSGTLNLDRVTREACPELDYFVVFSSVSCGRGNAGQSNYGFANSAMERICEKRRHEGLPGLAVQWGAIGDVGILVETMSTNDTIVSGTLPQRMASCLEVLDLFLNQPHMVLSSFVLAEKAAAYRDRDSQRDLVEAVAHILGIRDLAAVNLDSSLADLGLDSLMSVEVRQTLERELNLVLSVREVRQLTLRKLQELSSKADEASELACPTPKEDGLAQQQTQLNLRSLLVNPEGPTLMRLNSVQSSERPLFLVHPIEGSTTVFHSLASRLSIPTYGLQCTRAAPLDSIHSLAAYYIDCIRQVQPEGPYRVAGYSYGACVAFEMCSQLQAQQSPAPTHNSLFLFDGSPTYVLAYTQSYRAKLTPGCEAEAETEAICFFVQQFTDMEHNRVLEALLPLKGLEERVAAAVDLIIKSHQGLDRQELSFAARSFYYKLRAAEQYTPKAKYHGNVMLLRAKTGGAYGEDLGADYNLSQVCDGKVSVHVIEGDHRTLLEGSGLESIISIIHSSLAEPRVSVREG
eLon inh: E. coli protease La inhibition; P0A9M0; purified E. coli Lon protease, fluorescence polarization; inhibition, % at 7.94 µM; 360,000 compounds, 0.42% hits; AID 602123; in the data active = inhibition above about 13%, passing the limit was not always enough;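 also: 0% = enzyme with probe and DMSO and 100% = no enzyme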
MLLE-PAM2 inh: inhibitors of microRNA-mediated deadenylation, human PABP1 MLLE binding; P11940; 360,000 compounds, 0.36% hits; inhibition, % at 20 µM; AID 588489; GST-MLLE / FITC-PAM2 fluorescence polarization; in the data active = inhibition above about 35%, passing the limit was not always enough;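 also: plate controls were DMSO wells with GST-MLLE for no effect and wells lacking GST-MLLE protein for full effect; some results filed as inactive read as strong as hits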
MT1-MMP act inh: inhibitors of human MT1-MMP activation. AID 651647. GFP/RFP ratio change, % at 20 µM. 360,000 compounds, 0.061% hits. HT1080 RFP-PRO-GFP cells, GFP/RFP ratio fluorescence, overnight; percent of plate control window, DMSO zero;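 active = GFP/RFP ratio change of at least 30% with cell ATP level not reduced by more than half and red fluorescence within 50% of control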; also: strong numbers were not always called active
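Assay system: HT1080 RFP-PRO-GFP cells | Dosing: 20 µM single dose, 1% DMSO | Incubation: Cells overnight before dosing, compound overnight, 37 °C, 5% CO2 | Evaluation: GFP/RFP fluorescence ratio | Control set: DMSO-only wells and HT1080 RFP-L50D-GFP cell wells as references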
TbMetRS inhib: blocks T. brucei methionyl-tRNA synthetase activity; 360,000 compounds, 0.4% hits; inhibition, % at 11.9 µM; purified T. brucei MetRS, ATP depletion, Kinase-Glo luminescence; AID 624268;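 active = inhibition above a per-plate cutoff of the control wells' mean inhibition plus 3 SD, cut at about 5.5% in these data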;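 also: 0% = DMSO wells median and 100% = median of wells with control inhibitor compound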
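Test system – parasite MetRS enzyme · Reagent – substrates ATP, L-methionine and bulk Escherichia coli tRNA · Doses – 11.9 µM compound single dose, 0.9% DMSO · Times – 15 min enzyme-compound preincubation, 2 h reaction, 10 min detection, 25 °C · Signal – Kinase-Glo luminescence, ATP depletion format · Controls – DMSO-only wells as low control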
bovine MsrA act: activates bovine MsrA enzyme | purified bovine MsrA, absorbance read-out | activation, % at 10.6 µM | 360,000 compounds, 0.3% hits; in the data active = activation above about 7.5%;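 also: 0% = vehicle and 100% = reference activator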
MsrA inhibitor: inhibitors of bovine MsrA; 360,000 compounds, 0.75% hits; inhibition, % at 15.5 µM; AID 651718; purified bovine MsrA, absorbance read-out; in the data active = inhibition above about 4.5%;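 also: 0% = vehicle wells with enzyme and 100% = reference inhibitor wells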
CendR NRP1 mod: alters CendR peptide binding to human NRP-1 | O14786 | FAM-RPARPAR peptide binding to NRP-1, fluorescence polarization | inhibition, % at 25 µM | 360,000 compounds, 0.85% hits;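 active = inhibition or corrected inhibition above about 18%, plus a signal ratio from 0.5 to 1.5, limit read from the data, passing the limit was not always enough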; also: strong numbers were not always called active
The depositor's hits bear a star; x = not tested or not shown.

SMILES	SKN-1 inh	FAS-TE inh	eLon inh	MLLE-PAM2 inh	MT1-MMP act inh	TbMetRS inhib	bovine MsrA act	MsrA inhibitor	CendR NRP1 mod
Fc1ccccc1-n1[nH]nnc1=S	14	-16	3	37	2	-0.3	-1	-0.7	-8
O=C(c1ccco1)N1CCCC(c2nc3c(nnn3Cc3ccccc3)c(=O)[nH]2)C1 (stereo not drawn)	6	-6	-18	5	0	0.0	-4	0.2	2
CCOC(=O)Cn1nnnc1C(CC)N(Cc1cccs1)Cc1cc2ccc(OC)cc2[nH]c1=O (stereo not drawn)	14	4	-6	4	-3	0.3	-1	1.7	16
O=C(CCCC(=O)Nc1ccccc1Br)N/N=C/c1c(F)cccc1Cl	12	-3	-4	-9	2	-0.7	-9	0.3	-1
COC(=O)[C@@H]1C2CCC(C(=O)Nc3ccccc3)(CC2)[C@@H]1C(=O)OC	6	-3	-4	5	0	0.1	-4	-0.3	8
O=C(NC1=NCCS1)C1CC(=O)N(c2ccccc2)C1 (stereo not drawn)	3	-11	5	2	2	-0.4	-3	2.6	7
COc1ccc(C2N=C(Nc3ccc(C)cc3)Nc3nc(C)cc(=O)n32)cc1 (stereo not drawn)	6	-12	-4	-4	1	-0.3	-4	2.9	4
Cc1cccc(NC(=O)CC2Nc3cccc4cccc(c34)NC2=O)c1 (stereo not drawn)	7	4	3	17	4	-0.6	-5	-0.6	-10
Cc1c(O)c2ccccc2oc1=O	-6	-8	-8	-2	6	-1.1	-6	0.5	-5
COc1cccc(C(=O)N2CCC(N3CC(C)OC(C)C3)CC2)c1 (stereo not drawn)	9	-14	-5	-4	1	0.6	-2	-0.4	-6
CN(C)c1ccc(/C=N/NC(=O)CCc2nc3ccccc3[nH]2)cc1	-1	-6	12	-14	-2	-0.4	-6	2.9	7
CCCCn1c(=O)c2ccccc2n2c(=S)[nH]nc12	2	-3	9	-31	-3	-0.3	4	1.2	2
Cc1ccccc1-n1nc(C)c2cc(C(=O)N3CCN(S(=O)(=O)c4ccc(Cl)cc4)CC3)sc21	2	45	1	11	-2	0.5	1	-0.8	-7
CC(Nc1cc(=O)n(C)c(=O)[nH]1)c1ccccc1 (stereo not drawn)	0	-10	-3	5	-2	-0.9	-9	0.5	-4
O=c1n(-c2ccccc2)c(=O)n(Cc2ccccn2)n1Cc1ccccn1	-2	-7	0	-5	-3	0.1	-4	0.2	5
CCOC(=O)CSc1nc(N)cc(=O)[nH]1	26	-4	14	11	1	-1.7	-1	1.6	10
COc1ccc(CNC(=O)CCC(=O)N2CC(C)Oc3ccccc32)cc1 (stereo not drawn)	20	-3	x	-14	6	x	x	-0.1	10
COc1ccc(C(=O)Nc2cnc3sc(C)nn3c2=O)cc1	-8	2	-8	-9	2	-0.1	-6	1.2	-10
CC(C)(C)C1CCc2nc(NC(=O)Cc3cn4ccsc4n3)sc2C1 (stereo not drawn)	2	16	-4	-8	4	-0.4	-1	0.6	5
CC1CCN(C(=O)c2cccc(S(=O)(=O)N3CCCc4ccccc43)c2)CC1	1	3	-9	21	5	0.0	-1	2.2	1
COCCn1c(=S)[nH]c2cc(C(=O)NCCc3ccccc3)ccc2c1=O	4	-3	-2	-99	0	0.7	-2	0.3	13
COc1cccc(-c2cccc(NC(=O)C3CCN(Cc4cccc(C)n4)CC3)c2)c1	-5	-6	-2	3	5	-0.3	-4	2.2	-7
CC1Cc2[nH]c(=S)[nH]c(=O)c2C(C)O1 (stereo not drawn)	8	-12	-1	x	4	-0.3	4	0.7	-3
O=C1C[C@@H]2c3c(cccc3CN1Cc1ccc(Br)cc1)C[C@@H](O)[C@H]2O	1	0	5	7	7	-0.1	-3	0.2	17

Sorted by molecular weight (ascending): part of the list above.
SMILES	SKN-1 inh	FAS-TE inh	eLon inh	MLLE-PAM2 inh	MT1-MMP act inh	TbMetRS inhib	bovine MsrA act	MsrA inhibitor	CendR NRP1 mod
Fc1ccccc1-n1[nH]nnc1=S	14	-16	3	37	2	-0.3	-1	-0.7	-8
CCOC(=O)CSc1nc(N)cc(=O)[nH]1	26	-4	14	11	1	-1.7	-1	1.6	10
CC(Nc1cc(=O)n(C)c(=O)[nH]1)c1ccccc1 (stereo not drawn)	0	-10	-3	5	-2	-0.9	-9	0.5	-4
COc1ccc(CNC(=O)CCC(=O)N2CC(C)Oc3ccccc32)cc1 (stereo not drawn)	20	-3	x	-14	6	x	x	-0.1	10
CC1CCN(C(=O)c2cccc(S(=O)(=O)N3CCCc4ccccc43)c2)CC1	1	3	-9	21	5	0.0	-1	2.2	1
O=C1C[C@@H]2c3c(cccc3CN1Cc1ccc(Br)cc1)C[C@@H](O)[C@H]2O	1	0	5	7	7	-0.1	-3	0.2	17
O=C(c1ccco1)N1CCCC(c2nc3c(nnn3Cc3ccccc3)c(=O)[nH]2)C1 (stereo not drawn)	6	-6	-18	5	0	0.0	-4	0.2	2
CCOC(=O)Cn1nnnc1C(CC)N(Cc1cccs1)Cc1cc2ccc(OC)cc2[nH]c1=O (stereo not drawn)	14	4	-6	4	-3	0.3	-1	1.7	16
Cc1ccccc1-n1nc(C)c2cc(C(=O)N3CCN(S(=O)(=O)c4ccc(Cl)cc4)CC3)sc21	2	45	1	11	-2	0.5	1	-0.8	-7

(further entries)
SMILES	SKN-1 inh	FAS-TE inh	eLon inh	MLLE-PAM2 inh	MT1-MMP act inh	TbMetRS inhib	bovine MsrA act	MsrA inhibitor	CendR NRP1 mod
COc1ccccc1NC(=O)C1CCCN(C(=O)Nc2ccc(F)cc2)C1 (stereo not drawn)	1	0	4	-6	-1	0.2	-6	-0.9	-2
CC(=O)c1cccc(NC(=O)Nc2cccs2)c1	-6	0	-22	8	0	-0.2	-11	-0.2	-9
COc1ccc(NC(=O)N2CCC(C(=O)c3ccc4c(c3)OCCO4)CC2)cc1	-2	-7	-8	15	0	-0.3	-4	-0.6	-3
O=C(CN1CCN(CC(=O)Nc2ccccc2Cl)CC1)Nc1ccc(F)c(F)c1	13	10	-1	-8	3	-0.1	-2	-0.2	8
O=C(/C=C/c1cccs1)N1CCN(c2ccccc2)CC1	-5	-3	0	3	4	-0.8	-6	-0.3	12
COc1ccccc1OC(C)C(=O)N1CC(=O)Nc2ccccc21 (stereo not drawn)	9	-6	4	6	-2	-0.1	-1	-1.5	8
COc1ccc(NC(=O)COC(C)=O)cc1OC	-5	0	6	-5	3	-0.5	0	0.1	10
COc1ccc([C@@H](NC(=O)OC(C)(C)C)C(=O)OC(C)(C)C)cc1	23	7	6	-4	-3	-0.2	-1	-0.5	23
COc1ccc2c(=O)c3c(=O)n(-c4ccccc4)c(-c4ccco4)nc3oc2c1	7	-2	-5	-16	1	-0.6	-4	0.0	-10
COc1ccc(CCN2C(=O)CSC2c2ccc(OC)c(OC)c2)cc1OC (stereo not drawn)	-14	-4	-6	12	3	-1.6	-11	-0.1	6
CCOC(=O)CNC(=O)c1ccc(C)cc1	19	-6	-4	0	-1	-0.3	-2	0.1	-7
COc1ccc2cc3cc(C(=O)N4CCCCCC4)oc3nc2c1	-4	74*	1	-5	-1	0.7	-3	x	2
CN(CC(=O)NC(=O)NC1CCCCC1)c1ccccc1	2	2	4	17	5	-0.3	2	0.3	3
c1cncc(-c2nnc(SCc3nc4ccccc4[nH]3)o2)c1	3	-1	-2	-23	3	0.9	4	0.4	-1
CCOC(=O)C1=C(C)NC(=O)NC1c1c(O)ccc2ccccc12 (stereo not drawn)	1	-9	6	9	-2	-0.5	-6	0.5	12
CCC(=O)Nc1ccc(S(=O)(=O)c2ccc(NC(=O)CC)cc2)cc1	9	-2	5	3	4	-0.5	-3	1.5	-2
COC(=O)c1ccc2nc(-c3cccc(Cl)c3)c(CC3CCCCC3)n2c1	7	20	-10	x	-3	-0.2	-3	-0.1	-14
COC(=O)c1ccc(NC(=O)c2ccccc2NS(=O)(=O)c2ccccc2)cc1	5	3	4	0	-9	0.2	-2	0.6	-19
COc1ccc(Nc2nc(NCc3ccco3)nc(N/N=C/c3ccccc3F)n2)cc1	0	24	-5	-13	-2	-0.8	-9	1.7	2
CCC(=O)c1ccc(OCC(=O)N2CCc3cc(OC)c(OC)cc3C2)cc1	-21	-7	-1	-28	3	-1.3	-10	3.1	-6
N#CC(C#N)=Cc1cn(-c2ncc(C(F)(F)F)cc2Cl)c2ccccc12	49	17	1	-1	-9	-0.6	-4	-0.2	-5
O=C(/C=C/c1cccc([N+](=O)[O-])c1)NCCc1ccc(F)cc1	-7	52*	7	-3	3	-1.6	-14	1.4	3
O=S1(=O)CCO[C@H]2Cc3ccccc3[C@H]2N1Cc1ccccc1F	0	10	-1	1	-1	-0.2	6	-0.7	-1
CCc1ccc(NC(=O)COC(=O)/C=C/c2c(C)nn(C3CCS(=O)(=O)C3)c2Cl)cc1 (stereo not drawn)	-4	-14	2	4	5	-1.6	-13	-0.6	6
O=c1[nH][nH]c2cc(=O)n(-c3ccc(Cl)cc3)nc12	9	1	-2	5	8	-0.4	-5	1.2	20
Cc1ccc(S(=O)Cc2ccc(C(=O)N3CCN(C4CCCCC4)CC3)o2)cc1 (stereo not drawn)	23	-6	-6	7	4	-0.2	-2	0.3	-7
Cc1occc1C(=O)NNC(=S)Nc1ccccc1C(F)(F)F	-2	-9	-9	29	11	0.1	0	0.3	1
O=C(O)c1cccc(NS(=O)(=O)c2ccc(S(=O)(=O)N3CCOCC3)cc2)c1	24	-8	-1	6	-1	0.9	-5	-0.1	16
COC(=O)CCNC(=O)Cn1cnc2sc3c(c2c1=O)CCCC3	7	-1	-9	1	3	-0.5	-4	0.5	6
CCN1C[C@@H]2[C@@H]3C(=O)N(Cc4ccccc4)C(=O)[C@@H]3[C@](Cc3ccccc3)(C(=O)OC)N2C1=NC1CCCCC1	4	-1	2	-4	-3	-0.6	-2	-0.6	1
CN(C)CCNc1nc(-c2ccco2)c2c(c1C#N)CC(C)(C)OC2	-10	-7	1	9	-6	0.2	-2	1.1	-19
CC(C)CCNC(=O)c1cc(-c2ccco2)nc2ccccc12	-4	0	-8	13	-10	-0.8	-5	0.3	-2
Cc1cc(C)cc(Cn2cc(CN3CC(N4CCN(Cc5ccccc5F)CC4)CS3(=O)=O)nn2)c1 (stereo not drawn)	12	-10	4	x	7	-0.3	-3	-0.2	4
CCOc1ccc(OCC)c(S(=O)(=O)N2CCCCC2C)c1 (stereo not drawn)	11	4	7	-12	1	-1.0	-10	0.8	-13
CCC(C)c1ccc(NC(=S)Nc2ccc(OC)c(OC)c2)cc1 (stereo not drawn)	10	4	6	25	5	0.5	1	0.0	8
Cc1cc(Br)ccc1OCC(=O)NC1CCCC1	29	4	5	-4	-3	0.6	-2	0.3	16

Whole records, quoted from the list. Order of screens: SKN-1 inh | FAS-TE inh | eLon inh | MLLE-PAM2 inh | MT1-MMP act inh | TbMetRS inhib | bovine MsrA act | MsrA inhibitor | CendR NRP1 mod
CCN1C[C@@H]2[C@@H]3C(=O)N(Cc4ccccc4)C(=O)[C@@H]3[C@](Cc3ccccc3)(C(=O)OC)N2C1=NC1CCCCC1 is listed as 4 | -1 | 2 | -4 | -3 | -0.6 | -2 | -0.6 | 1
CCOc1ccc(OCC)c(S(=O)(=O)N2CCCCC2C)c1 (stereo not drawn) is listed as 11 | 4 | 7 | -12 | 1 | -1.0 | -10 | 0.8 | -13

Screens (PubChem BioAssay)
